# S1P2 antag – antagonists of human S1P2 receptor | cell-based S1P2 antagonist assay, inhibition at 5 uM | inhibition, % at 5 µM | 97,000 compounds, 0.21% hits | AID 736; in the data active means inhibition above about 45%;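 further: CRE beta-lactamase reporter cells expressing human S1P2 stimulated with S1P; 0% = agonist at EC80 alone and 100% = agonist plus reference antagonist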
# Target sequence (O95136 whole entry, looked up): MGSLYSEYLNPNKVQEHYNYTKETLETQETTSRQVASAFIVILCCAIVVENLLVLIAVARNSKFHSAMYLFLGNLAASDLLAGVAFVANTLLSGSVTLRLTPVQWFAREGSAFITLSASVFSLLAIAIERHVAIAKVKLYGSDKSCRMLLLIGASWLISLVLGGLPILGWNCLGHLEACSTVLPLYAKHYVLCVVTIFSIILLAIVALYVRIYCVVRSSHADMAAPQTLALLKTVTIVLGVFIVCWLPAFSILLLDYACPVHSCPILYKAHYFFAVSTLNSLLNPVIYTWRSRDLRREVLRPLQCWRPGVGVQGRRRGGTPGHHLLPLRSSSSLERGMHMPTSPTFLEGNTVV
# Lung fibro prol – blocks proliferation of human lung fibroblasts; 85,000 compounds, 1.1% hits; viability, % at 10 µM; LL 47 human lung fibroblast viability, ATP luminescence; active compounds read low; AID 719;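 active means viability at or below 50% in the single dose screen; inactive means viability above 50%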;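 further: compound exposure lasted 72 h before the ATP readout; 100% = median luminescence of untreated cell-only wells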
#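 Material: Human LL 47 lung fibroblast cells | Input: 1,150 cells/well | Buffer or medium: IMEM plus 15% FBS | Compound dosing: 0.1% DMSO in all compound wells | Times: Overnight cell rest, 72 h compound treatment at 37 °C | Signal: CellTiter-Glo luminescence measuring cellular ATP | Measure: % viability versus median cells-only luminescence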
# PostGolgi ctrl – inhibits growth of the yeast control strain; inhibition, % at 10 µM; 98,000 compounds, 5% hits; efflux-deficient yeast background strain, growth absorbance A615, 16 h
# PostGolgi yeast – growth inhibition of a yeast mutant, post-Golgi transport screen; post-Golgi transport phenotypic cell assay; inhibition, % at 10 µM; 98,000 compounds, 0.9% hits;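 further: yeast cells grown in 1536-well plates; yeast grown about 18 h at 30C before absorbance read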
# H69AR inhibit – growth inhibitors of human H69AR lung tumor cells. AID 598. 85,000 compounds, 6% hits. H69AR lung tumor viability, ATP luminescence, 72 h; active compounds read low. viability, % at 10 µM;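 active means viability at or below 40%; inactive means viability above 40%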;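 further: multidrug resistant small cell line overexpressing MRP-1 efflux transporter; 100% = mean luminescence of untreated control wells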
# HUVEC prolif 384 – blocks proliferation of human endothelial cells | HUVEC proliferation, CellTiter-Glo luminescence, 72 h; active compounds read low | viability, % at 10 µM (by protocol) | 86,000 compounds, 1.1% hits | AID 648;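 active means viability at or below 30%; inactive means viability above 30%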;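 further: 100% = median luminescence of DMSO-only cell control wells on each plate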
# S1P2 ag – activates the human S1P2 receptor; S1P2-expressing cell line, agonist reporter read-out; activation, % at 4.5 µM; 97,000 compounds, 0.46% hits; AID 729; in the data active means activation above about 16%;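 further: 0% = vehicle low control and 100% = maximal reference agonist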
# E coli WT exp – blocks growth of wild type E. coli BW25113; growth inhibition, % at 100 µM; OD600 absorbance; 98,000 compounds, 0.15% hits;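 active means growth inhibition above about 50% at one test dose, limit read from the data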;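 further: growth measured after 20 h incubation at 37 °C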
# DAT uptake mod – human DAT dopamine uptake with cocaine, either direction | Q01959 | 110,000 compounds, 1.3% hits | B-score at 10 µM | LLC-PK1 hDAT cells, [14C]-dopamine uptake with cocaine IC80; actives deviate in either direction;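 active means Z score or B-score, a plate-position-corrected score, falls beyond the plate's 99.7% confidence bounds, in either direction; inactive means both scores lie inside the 99.7% bounds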;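 further: scored against the spread of the other compound wells on the same plate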
# Target sequence (Q01959 whole entry, looked up): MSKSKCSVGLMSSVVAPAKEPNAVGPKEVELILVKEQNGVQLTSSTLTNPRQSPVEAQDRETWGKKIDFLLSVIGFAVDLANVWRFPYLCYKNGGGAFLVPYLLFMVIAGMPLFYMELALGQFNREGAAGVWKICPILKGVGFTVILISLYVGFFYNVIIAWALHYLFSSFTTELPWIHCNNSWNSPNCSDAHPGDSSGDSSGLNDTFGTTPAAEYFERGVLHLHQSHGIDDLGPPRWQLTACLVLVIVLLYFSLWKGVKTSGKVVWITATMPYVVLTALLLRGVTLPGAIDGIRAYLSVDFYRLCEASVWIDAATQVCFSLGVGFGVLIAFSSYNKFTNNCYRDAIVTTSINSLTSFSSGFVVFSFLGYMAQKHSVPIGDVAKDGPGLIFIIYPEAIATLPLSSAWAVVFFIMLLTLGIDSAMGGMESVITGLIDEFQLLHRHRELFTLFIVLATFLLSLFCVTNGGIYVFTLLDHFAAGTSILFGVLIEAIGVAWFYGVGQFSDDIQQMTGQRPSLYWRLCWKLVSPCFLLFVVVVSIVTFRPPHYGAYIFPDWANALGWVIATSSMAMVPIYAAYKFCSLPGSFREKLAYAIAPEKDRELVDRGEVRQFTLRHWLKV
# * marks the source's active call; other numbers are inactive results; . = not tested or not shown. Unless noted, no stated cut-off is given here; in the data, active means inhibition above about 30%; inactive means the rest.
SMILES,S1P2 antag,Lung fibro prol,PostGolgi ctrl,PostGolgi yeast,H69AR inhibit,HUVEC prolif 384,S1P2 ag,E coli WT exp,DAT uptake mod
CC1=C(C#N)C(Nc2cccc(C)n2)(C(F)(F)F)C(=O)N1 (configuration not stated),0,101,6,6,100,95,-6,0,0.13
O=C(CSCc1ccc(Cl)cc1)Nc1ccc2c(c1)OCCO2,5,.,-6,0,.,.,-2,5,0.021
Cc1c(-c2nc(N)nc(Nc3ccccc3)n2)oc2ccccc12,-11,97,78*,33*,14*,62,-3,-13,0.053
CC(C)(C)NC(=O)C1CCN(S(=O)(=O)c2ccc(Br)cc2)CC1,-4,95,7,0,101,94,-4,1,-0.5
Nc1nc(NCc2c(F)cccc2Cl)nn1-c1ccccc1,-4,95,-2,13,56,87,-4,8,0.48
C=CCC(C)(NCc1ccccc1)c1ccccc1 (configuration not stated),0,.,9,-8,.,.,1,-1,-0.56
CCCS(=O)(=O)c1snnc1C,-5,100,-2,7,93,96,-4,3,-0.12
CCOC(=O)c1c(NC(=O)CSc2nnc(-c3ccncc3)n2Cc2ccco2)sc(C(C)=O)c1C,2,95,.,.,56,94,-9,.,.
CCc1nc(SCC(=O)NCCc2ccccc2)c2oc3ccccc3c2n1,-13,93,0,8,97,122,0,-9,1.1
CC(C)(C)NCc1ccccc1OCc1cccs1,5,.,10,1,.,.,-4,-2,0.12
O=c1cc(C(F)(F)F)[nH]c(=O)n1C1CCCCC1,8,.,23,-11,.,.,-2,-4,-0.0095
c1ccc(CCn2nnnc2C(c2cccnc2)N2CCN(c3ccccc3)CC2)cc1 (configuration not stated),-20,96,43*,62*,95,109,0,5,0.22
Cn1cccc1C(=O)C(=O)Nc1ccc(Cl)cc1,0,.,20,5,.,.,-5,0,-1.3
Cc1[nH]nc2c1C(c1ccsc1C)C(C#N)=C(N)O2 (configuration not stated),-5,.,7,24,.,.,-1,-1,-1.2
O=C(O)c1ccccc1C(=O)OCCCCOC(=O)c1ccccc1C(=O)O,.,101,2,4,83,101,.,0,0.066
COc1ccc(CN2C(=O)c3ccccc3C2C(=O)NC2CCCC2)c(OC)c1 (configuration not stated),.,104,-15,-5,92,98,.,2,-0.28
CCc1ccc(OCc2nc(-c3ccccn3)no2)c(Br)c1,-8,99,27,9,77,100,-4,14,-0.92
CC(=O)N(/N=C1\Sc2ccccc2C1=O)c1ccc(C)cc1C,-16,106,48*,-7,58,117,-5,-4,0.02
CN(C)Cc1nc2ccccc2c(=O)n1Cc1nc(-c2cc3ccccc3o2)cs1,-27,89,2,-2,53,97,-3,-9,0.42
O=C(CSc1ccccn1)c1ccc(F)cc1,.,103,-1,14,97,99,.,14,0.7
CC1=CC(C)(C)N(C(=O)c2ccccc2)c2ccccc21,11,90,14,-9,89,105,-6,5,0.079
Cn1c(=O)c2c(ncn2CC(=O)Nc2ccc(N3CCOCC3)cc2)n(C)c1=O,-5,109,3,6,91,111,0,10,-1
COc1ccc(C(=O)Nc2ccccc2C(=O)N/N=C/c2ccccc2OC)cc1,9,.,8,-1,.,.,-6,1,.
Cc1c(N2C(=O)/C(=C3/C(=O)N(C)c4ccccc43)SC2=S)c(=O)n(-c2ccccc2)n1C,17,.,8,-1,.,.,-3,-13,0.51
Cc1cccc(S(=O)(=O)Nc2cccc3c2C(=O)c2ccccc2-3)c1,2,.,23,1,.,.,-2,-18,-0.088
CN1CCN(CCOc2cccc(Cl)c2)CC1,-7,.,15,-21,.,.,-3,11,-2
C=CCn1c(SCn2nnc3ccccc3c2=O)nc2scc(-c3cccs3)c2c1=O,4,97,4,-5,94,100,-5,22,2.1
Cn1ncc(Cl)c1C(=O)Nc1ccncc1,9,106,.,.,89,98,-2,.,-0.021
CCCCC1S/C(=N/N=C/c2ccc(OC)cc2)N(Cc2ccc(OC)cc2)C1=O (configuration not stated),-13,89,-4,-21,96,102,-3,-14,-0.24
CC(Oc1ccc(-c2ccccc2)c(F)c1)c1ccn(S(=O)(=O)c2ccc(Br)cc2)n1 (configuration not stated),7,.,9,-9,.,.,2,-32,-0.19

# In another format: results already given
# The line under a structure holds: S1P2 antag, Lung fibro prol, PostGolgi ctrl, PostGolgi yeast, H69AR inhibit, HUVEC prolif 384, S1P2 ag, E coli WT exp, DAT uptake mod
> O=C(CSc1ccccn1)c1ccc(F)cc1
    ., 103, -1, 14, 97, 99, ., 14, 0.7
> CC1=C(C#N)C(Nc2cccc(C)n2)(C(F)(F)F)C(=O)N1 (configuration not stated)
    0, 101, 6, 6, 100, 95, -6, 0, 0.13

# Carrying on:
SMILES,S1P2 antag,Lung fibro prol,PostGolgi ctrl,PostGolgi yeast,H69AR inhibit,HUVEC prolif 384,S1P2 ag,E coli WT exp,DAT uptake mod
CC(C)(C)OC(=O)N1CCC[C@H]1c1nnc(SCc2ccccc2F)o1,-10,89,12,10,89,91,-5,9,0.68
COc1ccc(OCCSc2nnc(-c3ccc(OC)cc3)n2N)cc1,-4,98,5,20,82,97,-2,-7,-0.11
COc1ccc(NC(=O)CCN2CCN(S(=O)(=O)c3cc(Cl)ccc3Cl)CC2)cc1,5,87,20,-5,84,82,-8,6,-0.4
c1ccc(CCNC2=NCCCS2)cc1,12,96,10,8,86,87,-2,2,.
CC(=O)CCc1c(C)[nH]c2ccccc2c1=O,15,106,-2,8,93,97,-3,14,-0.014
COc1ccc(N2CCN(Cc3nc4c(c(=O)[nH]c(=O)n4C)n3CCCc3ccccc3)CC2)cc1,-7,101,1,3,97,93,-4,0,-0.14
CCS(=O)(=O)N1CCC(C(=O)NCCCN2CCCC2)CC1,-8,100,5,-1,99,93,-5,-1,0.00019
CCCOc1c(Cl)cc(/C=N/O)cc1OCC,-13,87,30,2,59,72,-4,2,0.94
CC1=CC(C)(C)N2C(=O)C3(C(C#N)=C(N)Oc4cc(C)oc(=O)c43)c3cccc1c32 (configuration not stated),-18,94,17,0,96,84,-6,5,0.042
C=CCn1c(=O)c2c3c(sc2n2c(Nc4ccccc4)nnc12)CCCC3,-7,107,21,8,101,104,-3,-7,0.48
CCc1ccc2[nH]c(=O)c(CN(CCN(C)C)C(=O)Nc3ccccc3)cc2c1,9,80,8,3,68,73,0,-2,0.96
Cc1cccc2cc(C#N)c(SCC(=O)Nc3ccccc3N3CCOCC3)nc12,-7,89,.,.,89,86,-3,.,-0.02
Cc1ccc(-c2nc3ccccc3[nH]2)cc1NC(=O)c1sc2ccccc2c1Cl,11,.,12,-10,.,.,-8,-18,2
CCC1(CC)Cc2ccccc2-c2nc(CN3CCOCC3)[nH]c(=O)c21,-2,90,12,-7,57,92,2,-4,0.18
CS(=O)(=O)N1CCC(NC(=O)Cc2ccccc2)CC1,4,101,-4,-9,101,101,-12,6,0.6
C/C(N)=C(/C#N)C(=O)COC(=O)c1cc(C)n(-c2ccc(F)cc2)c1C,6,76,29,1,81,74,-4,8,-0.2
Cc1cccc(CSc2nnc(-c3ccccn3)n2N)c1,-15,99,12,17,93,97,-6,7,0.19
C1CCN=C(Nc2nc3c(s2)CCCC3)CC1,-26,97,10,1,58,90,-9,4,0.86
CC(C)(C)OC(=O)N1CCC[C@H]1c1nnc(SCc2ccc(Cl)cc2Cl)o1,11,89,15,18,66,97,-3,9,-2.1*
Cn1c(=O)c2c(ncn2CC(=O)N(Cc2ccccc2)c2ccccn2)n(C)c1=O,-6,100,-6,1,79,81,-1,2,1.4
CC(=NCCCn1ccnc1)c1c(-c2ccccc2)[nH]n(-c2nc3ccccc3s2)c1=O,-20,97,-1,-5,49,85,-8,-2,-0.5
C=CCOn1c(=O)c(C)[n+]([O-])c2ccccc21,.,99,18,3,90,98,.,-1,0.23
Cc1ccc(C(c2nnnn2C(C)(C)C)N(Cc2ccco2)Cc2cccs2)cc1 (configuration not stated),.,93,8,11,67,95,.,-10,0.52
COc1ccc(Nc2nc(N3CCCC3)nc(N3CCCC3)n2)c(OC)c1,-16,87,24,-5,86,83,0,-9,0.95
COc1ccc(N2CCN(C(=O)C(CCSC)N=C3NS(=O)(=O)c4ccccc43)CC2)cc1 (configuration not stated),24,96,5,-5,89,95,-4,-8,-0.34
COc1ccccc1CN1C(=O)[C@@H]2C(CC(N)=O)NC3(C(=O)Nc4c3ccc(Cl)c4C)[C@@H]2C1=O (some centres not stated),8,93,-1,-1,83,101,-5,-4,-0.27
O=C(CCN1CCN(CCO)CC1)Nc1ccc(OCc2ccccc2)cc1,-6,96,12,0,83,89,2,14,1.1
COc1ccc2c(c1)CCc1c(C(=O)N3CCOCC3)noc1-2,3,103,-1,19,87,100,-6,-3,-0.66
CCc1ccccc1N(C(=O)c1cccs1)C1C=CS(=O)(=O)C1 (configuration not stated),19,96,-2,-11,44,77,-9,-1,-1.6
COc1cccc(C(=O)O/N=C(\N)c2ccc([N+](=O)[O-])cc2)c1OC,17,.,-2,7,.,.,-6,4,-0.16
CN(Cc1ccccc1)c1nc2c(c(=O)[nH]c(=O)n2C)n1C,8,93,.,.,74,91,-1,.,0.3
N/C(=N\OC(=O)Cc1ccc(-c2ccccc2)cc1)c1cccnc1,-6,.,5,-5,.,.,-5,3,-0.12
CN=C1SC(C(=O)O)CC(=O)N1C (configuration not stated),0,106,2,-1,95,107,-2,3,-0.62
CCCCn1nc(C(=O)N[C@@H](CCSC)c2nc3ccccc3[nH]2)c2ccccc2c1=O,-30,97,7,2,36*,76,15,-9,0.089
Cc1noc(C)c1COc1ccc(C(=O)OCC(=O)NC(=O)C2COc3ccccc3O2)cc1 (configuration not stated),27,94,7,-1,99,96,-5,1,0.18
Cc1ccc(-c2nc(CSCC(=O)N3CCOCC3)c(C)o2)cc1,16,.,4,12,97,109,-13,-2,1.2
O=C(c1ccncc1)c1ccc(Br)cc1,-7,95,-2,-16,92,106,-2,11,-0.051
O=C1c2ccccc2C(Nc2ccc3c(c2)OCO3)N1Cc1ccco1 (configuration not stated),-5,.,3,-6,.,.,-6,-1,0.15
N#Cc1ccccc1Sc1ccccc1C(=O)Nc1ccccc1,15,.,17,6,.,.,-8,5,-0.88
COc1ccc(C(=O)OCC(=O)c2ccccc2)cc1S(=O)(=O)N1CCOCC1,13,105,-5,6,102,110,-4,-11,0.67
CCN(C(=O)COC(=O)c1cnc(C)cn1)C1CCCCC1,-11,102,6,-2,99,86,-3,-1,-0.066
COc1ccc(-c2cc(=O)c3ccccc3n2C)cc1,-8,95,.,.,102,96,-3,.,0.038
COC(=O)[C@H](CCSC)NC(=O)Nc1ccc(C)cc1,-20,103,-1,-1,.,110,-5,-4,-0.16
CN(C)CC(C)(C)CNC(=O)c1cc(=O)c2ccccc2o1,-9,.,5,24,.,.,-4,-7,-1.2
CC1CCCC(NC(=O)c2n[nH]c(=O)c3ccccc23)C1C (configuration not stated),3,98,3,8,87,97,-11,-12,0.35
COc1ccc(-c2cc(C(=O)Oc3ccc([N+](=O)[O-])cc3)c3ccccc3n2)cc1,1,.,14,30,.,.,-5,-8,0.49
Cc1ccc(-c2cc3ccccc3nc2N2CCCC2)cc1,11,.,9,23,.,.,-6,-3,-1.3
COc1ccc(C)cc1NC(=O)Cn1cnc2sc(C)c(S(=O)(=O)N3CCOCC3)c2c1=O,2,99,16,4,88,100,3,-19,-1
CCC(CC)c1nnc(NC(=O)CCN2C(=O)c3ccccc3C2=O)s1,-13,97,8,8,95,106,-2,-2,0.39

# Whole records, looked up by structure.
# `Cc1ccc(-c2cc3ccccc3nc2N2CCCC2)cc1` in the list: S1P2 antag = 11; Lung fibro prol = .; PostGolgi ctrl = 9; PostGolgi yeast = 23; H69AR inhibit = .; HUVEC prolif 384 = .; S1P2 ag = -6; E coli WT exp = -3; DAT uptake mod = -1.3
# `CCN(C(=O)COC(=O)c1cnc(C)cn1)C1CCCCC1` in the list: S1P2 antag = -11; Lung fibro prol = 102; PostGolgi ctrl = 6; PostGolgi yeast = -2; H69AR inhibit = 99; HUVEC prolif 384 = 86; S1P2 ag = -3; E coli WT exp = -1; DAT uptake mod = -0.066
